Assay outcomes (PubChem BioAssay)
TRHR ag: qHTS for Small Molecule Agonists and Allosteric Enhancers of Human TRH Receptor: Primary Screen for Agonists; TRHR cells, calcium flux fluo-8, FDSS agonist mode; activation, % at 2 µM; 360,000 compounds, 0.18% hits; note: 0% is about no effect
Target sequence (P34981 whole entry, looked up): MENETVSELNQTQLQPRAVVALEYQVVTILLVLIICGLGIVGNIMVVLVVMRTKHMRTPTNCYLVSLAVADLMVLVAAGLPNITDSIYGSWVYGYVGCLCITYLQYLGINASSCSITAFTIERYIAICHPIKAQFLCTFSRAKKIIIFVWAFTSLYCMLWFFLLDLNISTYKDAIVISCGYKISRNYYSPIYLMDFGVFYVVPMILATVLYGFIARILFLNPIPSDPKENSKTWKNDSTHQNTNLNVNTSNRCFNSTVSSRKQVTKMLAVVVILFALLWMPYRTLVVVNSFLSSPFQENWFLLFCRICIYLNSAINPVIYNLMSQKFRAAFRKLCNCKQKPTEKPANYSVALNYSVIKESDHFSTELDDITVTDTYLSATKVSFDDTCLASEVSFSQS
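Fluo-8-loaded TRHR cells; 10 s baseline, compound added, kinetic Ca2+ fluorescence read 1/s, agonist mode.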
D2 potentiator: HTS Assay for Positive Allosteric Modulators of the Human D2 Dopamine Receptor: Primary Screen for Potentiators | D(2) dopamine receptor (Homo sapiens), P14416 | AID 485347, 2010 | HEK293 T-REx D2, calcium flux, EC20 dopamine potentiation | potentiation, % at 10 µM | 340,000 compounds, 0.34% hits;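 active = potentiation over 3 SD above the plate norm, cut at about 30% in these data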; note: 0% is about no effect
Target sequence (P14416 whole entry, looked up): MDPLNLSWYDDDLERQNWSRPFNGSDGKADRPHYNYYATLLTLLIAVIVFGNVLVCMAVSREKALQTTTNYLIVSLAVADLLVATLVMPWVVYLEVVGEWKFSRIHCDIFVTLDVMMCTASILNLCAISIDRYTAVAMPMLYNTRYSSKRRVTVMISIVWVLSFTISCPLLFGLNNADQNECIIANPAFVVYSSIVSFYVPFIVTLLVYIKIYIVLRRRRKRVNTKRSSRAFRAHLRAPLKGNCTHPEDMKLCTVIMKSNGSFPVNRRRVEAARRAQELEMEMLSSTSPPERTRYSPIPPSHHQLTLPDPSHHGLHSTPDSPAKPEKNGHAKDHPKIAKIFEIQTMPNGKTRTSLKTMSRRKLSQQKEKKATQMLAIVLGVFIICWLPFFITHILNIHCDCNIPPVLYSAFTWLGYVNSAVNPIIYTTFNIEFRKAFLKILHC
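Cells plated with tetracycline inducer and held overnight at 30 C; calcium dye loaded 30–90 min at room temperature; baseline taken, compound added and read 180 s; EC20 dopamine then added and read 180 s.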
TRHR enhancer: qHTS for Small Molecule Agonists and Allosteric Enhancers of Human TRH Receptor: Primary Screen for Enhancers. Thyrotropin-releasing hormone receptor (Homo sapiens), P34981. TRHR cells, fluo-8 calcium fluorescence, EC20 TRH enhancement. enhancement, % at 2 µM. 360,000 compounds, 0.66% hits. AID 493056, 2011; in the data active = enhancement above about 30%; note: 0% is about no effect
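TRHR-expressing cells loaded with fluo-8 calcium dye were read kinetically (ex 480/em 530) during compound addition, then stimulated with an EC20 of TRH (10 nM final). Enhancement of the Gq-mediated intracellular calcium response was scored.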
RXFP1 antagonist: qHTS Assay for Antagonists of the Relaxin Receptor RXFP1 | 350,000 compounds, 0.59% hits | activity change, negative = inhibition, % at 57.5 µM | AID 1259400, 2018 | HEK293-RXFP1, relaxin-stimulated cAMP HTRF, 30 min; stronger effect = lower value;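 active = activity change of -60% or lower, but not beyond a set lower limit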; note: % is set by controls: 0 for no effect and ±100 for the full control effect
D1 potentiator: Potentiators of Human D1 Dopamine Receptor: qHTS | D(1A) dopamine receptor (Homo sapiens), P21728 | HEK293 TREx D1 cells, calcium flux, dopamine EC20 potentiation | potentiation, % at 10 µM | 360,000 compounds, 0.036% hits | AID 504651, 2011; in the data active = potentiation above about 30%; note: 0% is about no effect
D1 antag: Antagonist of Human D 1 Dopamine Receptor: qHTS; 360,000 compounds, 3.2% hits; D(1A) dopamine receptor (Homo sapiens), P21728; HEK293 TREx D1 cells, calcium flux, dopamine EC80; stronger effect = lower value; activity change, negative = inhibition, % at 10 µM; in the data active = activity change below about -30%; note: % is set by controls: 0 for no effect and ±100 for the full control effect
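Tetracycline-induced HEK293 Trex D1 cells, force-coupled to calcium, dye-loaded; compounds added and read 180 s, then EC80 dopamine added and calcium flux tracked kinetically another 180 s.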
D1 ag: Allosteric Agonists of the Human D1 Dopamine Receptor: qHTS. D(1A) dopamine receptor (Homo sapiens), P21728. HEK293 T-REx D1 cells, calcium flux, agonist mode. activation, % at 2 µM. 360,000 compounds, 1% hits; note: 0% is about no effect
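Tetracycline-induced HEK293 TREx D1 cells, force-coupled to calcium signalling, were dye-loaded with a no-wash calcium kit. Compound was pin-added after a 10 s baseline. Fluorescence was read kinetically at 1 cycle/s for 180 s, with calcium rises flagged as agonism.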
D2 agonist: HTS Assay for Allosteric Agonists of the Human D2 Dopamine Receptor: Primary Screen for Agonists | D(2) dopamine receptor (Homo sapiens), P14416 | HEK293 T-REx D2 cells, calcium flux agonist mode | activation, % at 2 µM | 340,000 compounds, 0.53% hits | AID 485358, 2010;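 active = activation over 3 SD above normal in the single-dose calcium agonist read, cut at about 30% in these data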; note: 0% is about no effect
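HEK293 Trex D2 cells, tetracycline-induced, o/n 30 C 5% CO2; no-wash Ca dye, RT 30–90 min; 10-cycle baseline, 23 nl cpd added, kinetic Ca read 180 s; agonist hits = positive Ca response.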
D2 antagonist: HTS Assay for Allosteric Antagonists of the Human D2 Dopamine Receptor: Primary Screen for Antagonists | D(2) dopamine receptor (Homo sapiens), P14416 | HEK293 TREx D2 cells, calcium flux, dopamine EC80 | inhibition, % at 10 µM | 340,000 compounds, 2% hits; in the data active = inhibition above about 30%; note: 0% is about no effect
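Calcium mobilization kinetics were recorded at 1 s intervals in tetracycline-induced HEK293 T-REx D2 cells, first for 180 s after compound addition and then 180 s after EC80 dopamine.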
* = called active by the depositor. Cut-off read from the data, not from the text of the source, unless noted: active = activation above about 30%; inactive = the rest. The order is random, and some 7.1% of all compounds hit somewhere here.

`Cc1cccc(N2CCN(C(=O)CCCn3c(=O)[nH]c4ccsc4c3=O)CC2C)c1` (stereo not drawn) gave TRHR ag -0.5, D2 potentiator 4, TRHR enhancer 4, RXFP1 antagonist -14, D1 potentiator -3, D1 antag 3, D1 ag 1, D2 agonist 0.1 and D2 antagonist -1.
`COc1cc(/C=N/N(C)C2=NS(=O)(=O)c3ccccc32)cc(OC)c1OC` gave TRHR ag -0.4, D2 potentiator 5, TRHR enhancer 7, RXFP1 antagonist 0, D1 potentiator -3, D1 antag -2, D1 ag 1, D2 agonist 1.4 and D2 antagonist -6.
Screening COc1cc(C2CC(=O)Nc3cc4c(cc32)OCCO4)cc(Br)c1OC (stereo not drawn) returned TRHR ag -1.0, D2 potentiator -1, TRHR enhancer -2, RXFP1 antagonist 7, D1 potentiator 1, D1 antag 2, D1 ag 1 and D2 agonist 11.
Screening COc1ccccc1CNC(=O)C[n+]1ccccc1 returned TRHR ag 0.3, D2 potentiator -2, TRHR enhancer 0, RXFP1 antagonist 3, D1 potentiator 7, D1 antag -10, D1 ag 0, D2 agonist 0.7 and D2 antagonist 7.
`CSc1nc(O)cc(=O)n1-c1ccc(F)cc1` gave TRHR ag 0.8, D2 potentiator -3, TRHR enhancer -2, RXFP1 antagonist 1, D1 potentiator -2, D1 antag 12, D1 ag -1, D2 agonist -0.8 and D2 antagonist 18.
For O=C(Nc1cc2c(cc1Br)OCCO2)c1cccs1 the results were TRHR ag 0.5, D2 potentiator -5, TRHR enhancer 6, RXFP1 antagonist 0, D1 potentiator -2, D1 antag -16, D1 ag 1, D2 agonist -0.2 and D2 antagonist 10.
For O=C(Cn1cnc2ccccc2c1=O)NC1CCCc2ccccc21 (stereo not drawn) the results were TRHR ag 0.3, D2 potentiator 1, TRHR enhancer 1, RXFP1 antagonist 2, D1 potentiator -5, D1 antag 7, D1 ag -2, D2 agonist 0.2 and D2 antagonist 2.
Screening COC(=O)Nc1ccc(S(=O)(=O)N2CCN(c3ccc(F)cc3)CC2)cc1 returned TRHR ag 1.2, D2 potentiator 0, TRHR enhancer -1, RXFP1 antagonist -11, D1 potentiator -5, D1 antag -29, D1 ag 1, D2 agonist 0.8 and D2 antagonist -23.
Screening COc1ccc(CCNC(=O)c2sc3nc4n(c(=O)c3c2C)CCC4)cc1 returned TRHR ag -0.9, D2 potentiator 5, TRHR enhancer 0, RXFP1 antagonist -16, D1 potentiator 2, D1 antag 5, D1 ag 2, D2 agonist 0.0 and D2 antagonist -11.
For CCOc1cccc2cc(C(=O)NCc3cccnc3)c(=O)oc12 the results were TRHR ag -0.4, D2 potentiator 7, TRHR enhancer -2, RXFP1 antagonist 16, D1 potentiator -2, D1 antag 25, D1 ag 1, D2 agonist -0.1 and D2 antagonist 2.
Screening O=C(NCCCC(NC(=O)OCc1ccccc1)C(=O)O)OCc1ccccc1 (stereo not drawn) returned TRHR ag 1.6, D2 potentiator 13, TRHR enhancer 5, RXFP1 antagonist 3, D1 potentiator -2, D1 antag 2, D1 ag 2, D2 agonist 0.2 and D2 antagonist -3.
For Cc1oc(-c2ccccc2F)nc1CS(=O)CC(=O)NCc1ccc(F)cc1 (stereo not drawn) the results were TRHR ag -0.4, D2 potentiator 0, TRHR enhancer 5, RXFP1 antagonist 0, D1 potentiator 6, D1 antag 7, D1 ag 2, D2 agonist -0.2 and D2 antagonist -13.
`CCN1CCN(C/C(C)=C/c2ccccc2)CC1` gave TRHR ag 0.4, D2 potentiator -19, TRHR enhancer 4, RXFP1 antagonist -1, D1 potentiator -2, D1 antag -4, D1 ag 6, D2 agonist 1.4 and D2 antagonist 23.
Screening COc1cc(-c2ccc(NC(=O)c3ccc(C)cc3)c(OC)c2)ccc1NC(=O)c1ccc(C)cc1 returned TRHR ag -0.1, TRHR enhancer -10, RXFP1 antagonist -9, D1 potentiator -3, D1 antag 6 and D1 ag 3.
`Cc1ccc(C(=O)N/N=C\c2cc3c(cc2Br)OCO3)s1` gave TRHR ag -0.2, D2 potentiator -31, TRHR enhancer 4, RXFP1 antagonist -9, D1 potentiator -4, D1 antag -2, D1 ag 2, D2 agonist -0.6 and D2 antagonist 66*.

Random excerpt: three records from the list, in no set order.
`Cc1cccc(N2CCN(C(=O)CCCn3c(=O)[nH]c4ccsc4c3=O)CC2C)c1` (stereo not drawn) gave TRHR ag -0.5, D2 potentiator 4, TRHR enhancer 4, RXFP1 antagonist -14, D1 potentiator -3, D1 antag 3, D1 ag 1, D2 agonist 0.1 and D2 antagonist -1.
For O=C(Nc1cc2c(cc1Br)OCCO2)c1cccs1 the results were TRHR ag 0.5, D2 potentiator -5, TRHR enhancer 6, RXFP1 antagonist 0, D1 potentiator -2, D1 antag -16, D1 ag 1, D2 agonist -0.2 and D2 antagonist 10.
`CCN1CCN(C/C(C)=C/c2ccccc2)CC1` gave TRHR ag 0.4, D2 potentiator -19, TRHR enhancer 4, RXFP1 antagonist -1, D1 potentiator -2, D1 antag -4, D1 ag 6, D2 agonist 1.4 and D2 antagonist 23.

Following part:
Screening Cc1ccc2nc(-c3ccccc3)c(-c3ccccc3)nc2c1 returned TRHR ag 0.6, D2 potentiator 6, TRHR enhancer 9, RXFP1 antagonist -8, D1 potentiator -3, D1 antag 0, D1 ag 0, D2 agonist -0.3 and D2 antagonist -1.
Screening CC(C)c1ccc2c(c1)NC(c1ccc(F)cc1)=NC(c1cccs1)=N2 returned TRHR ag 0.1, D2 potentiator 3, TRHR enhancer 7, RXFP1 antagonist -20, D1 potentiator 4, D1 antag 7, D1 ag 0 and D2 agonist -0.9.
For COC(=O)C1CCN(C(=O)c2cc(S(=O)(=O)N3CCCCC3)ccc2Cl)CC1 the results were TRHR ag -0.1, D2 potentiator 7, TRHR enhancer 0, RXFP1 antagonist 1, D1 antag -18, D1 ag 5, D2 agonist 0.1 and D2 antagonist -21.
Screening CC(C)N(CC#CCC(O)(c1ccccc1)c1ccccc1)C(C)C returned TRHR ag 0.4, D2 potentiator -8, TRHR enhancer -6, RXFP1 antagonist -5, D1 potentiator -6, D1 antag -7, D1 ag 5, D2 agonist -0.2 and D2 antagonist 13.
Cc1cc(C)nc(Nc2ncc(O)n2-c2ccc(C)c(Cl)c2)n1 was read as TRHR ag 0.0, D2 potentiator -3, TRHR enhancer -1, RXFP1 antagonist -3, D1 potentiator -8, D1 antag 14, D1 ag 3, D2 agonist 2.4 and D2 antagonist -21.
CCc1c(-c2n[nH]c(=S)n2Cc2ccccc2)csc1C was read as TRHR ag 1.1, D2 potentiator 12, TRHR enhancer 3, RXFP1 antagonist -1, D1 potentiator -5, D1 antag 0, D1 ag 5, D2 agonist 0.4 and D2 antagonist -9.
Screening N#CC(=C1CCCC1)c1nc(-c2ccccc2O)cs1 returned TRHR ag 1.0, D2 potentiator -3, TRHR enhancer -5, RXFP1 antagonist -13, D1 potentiator 4, D1 antag -7, D1 ag 3, D2 agonist 0.8 and D2 antagonist 3.
Screening Cn1nc(/C=C/c2ccccc2)ccc1=O returned TRHR ag -0.4, D2 potentiator 5, TRHR enhancer 1, RXFP1 antagonist 10, D1 potentiator 3, D1 antag -13, D1 ag 3, D2 agonist 0.0 and D2 antagonist -12.
For COC(=O)c1cc2ccccc2n1S(=O)(=O)c1ccccc1 the results were TRHR ag 0.6, D2 potentiator 6, TRHR enhancer -1, RXFP1 antagonist -12, D1 potentiator -4, D1 antag -2, D1 ag 2, D2 agonist -0.4 and D2 antagonist 7.
Screening COc1ccc(NC(=S)Nc2cccc([N+](=O)[O-])c2)cc1 returned TRHR ag 0.4, D2 potentiator 8, TRHR enhancer -2, RXFP1 antagonist 2, D1 potentiator -3, D1 antag 9, D1 ag 3, D2 agonist 0.1 and D2 antagonist -5.
O=C(O)CCC1(CCC(=O)O)c2ccccc2-c2ccccc21 was read as TRHR ag 0.2, D2 potentiator 3, TRHR enhancer -1, RXFP1 antagonist -12, D1 potentiator 1, D1 antag -25, D1 ag -1, D2 agonist -2.5 and D2 antagonist -15.
C/C(=N\OCc1ccc(C#N)cc1)c1ccccc1 was read as TRHR ag -0.8, D2 potentiator 11, TRHR enhancer 4, RXFP1 antagonist 2, D1 potentiator -2, D1 antag -11, D1 ag 4, D2 agonist -0.2 and D2 antagonist -5.
Screening O=C(C1=C[C@@H]2[C@H]3C(=O)N(c4ccc(Cl)cc4)C(=O)[C@H]3[C@@H](C(=O)c3ccc(Cl)cc3)N2C=C1)c1ccccc1 returned TRHR ag 1.4, D2 potentiator -24, TRHR enhancer 3, RXFP1 antagonist -3, D1 potentiator 4, D1 antag 6, D1 ag 1, D2 agonist 0.5 and D2 antagonist -19.
COc1cc(-c2noc(-c3cccc(Cl)c3)n2)cc(OC)c1OC was read as TRHR ag 0.1, D2 potentiator 9, TRHR enhancer 1, RXFP1 antagonist -11, D1 potentiator 10, D1 antag -5, D1 ag 0, D2 agonist -2.3 and D2 antagonist 11.
For COC(=O)N1CCN(c2ccc(OC)cc2)CC1 the results were TRHR ag 1.5, D2 potentiator -2, TRHR enhancer 2, RXFP1 antagonist 0, D1 potentiator 2, D1 antag 4, D1 ag 4, D2 agonist 0.2 and D2 antagonist 15.
CCOC(=O)[C@H]1[C@H]2COc3ccc(OC)cc3[C@@H]2N2C(=O)c3ccc(C)cc3NC(=O)[C@@]12C was read as TRHR ag -0.4, D2 potentiator 7, TRHR enhancer 6, D1 potentiator 0, D1 antag 0, D1 ag 1, D2 agonist -0.6 and D2 antagonist -1.
Screening C=C(C)C1CC=C(C)/C(=N\NC(=O)CCC(=O)Nc2ccc(C)c(C)c2)C1 (stereo not drawn) returned TRHR ag -0.2, D2 potentiator -20, TRHR enhancer -9, RXFP1 antagonist 0, D1 potentiator 0, D1 antag 10, D1 ag 1, D2 agonist -1.4 and D2 antagonist -7.
For COc1ccccc1OCc1ccc(C(=O)NC(C)(C)C)o1 the results were TRHR ag -0.1, D2 potentiator 3, TRHR enhancer 2, RXFP1 antagonist -8, D1 potentiator 5, D1 antag 3, D1 ag 3, D2 agonist -0.2 and D2 antagonist 0.
`O=C(CCCOc1ccccc1)n1nnc2ccccc21` gave TRHR ag 0.6, D2 potentiator 14, TRHR enhancer 3, RXFP1 antagonist 13, D1 potentiator 12, D1 antag 10, D1 ag 0, D2 agonist -1.1 and D2 antagonist 13.
`Cc1cc(NCCN(C)C)n2nc(-c3cccs3)cc2n1` gave TRHR ag 0.3, D2 potentiator -13, TRHR enhancer -4, RXFP1 antagonist -5, D1 potentiator -5, D1 antag -6, D1 ag 1, D2 agonist 0.2 and D2 antagonist 10.
